Screening data (PubChem BioAssay)
E coli Lon inh: inhibitors of E. coli Lon protease, primary screen, biochemical, fluorescence polarization; AID 602123, 2011; inhibition, % at 7.94 µM; 360,000 compounds, 0.42% hits; purified E. coli Lon protease; in the data active means inhibition above about 13%, passing the limit was not always enough;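 further: 0% = enzyme with probe and DMSO and 100% = no enzyme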
MT1-MMP act inh: blockers of MT1-MMP proenzyme processing, primary screen, HT1080 RFP-PRO-GFP cells, GFP/RFP fluorescence; Matrix metalloproteinase-14 (Homo sapiens), P50281; GFP/RFP ratio fluorescence, overnight; percent of plate control window, DMSO zero; GFP/RFP ratio change, % at 20 µM; 360,000 compounds, 0.061% hits; AID 651647, 2012;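 active means GFP/RFP ratio change of at least 30% with cell ATP level not reduced by more than half and red fluorescence within 50% of control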; further: strong numbers were not always called active
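Material: RFP-PRO-GFP reporter HT1080 cells. Dosing: single-point 20 µM compound, 1% DMSO. Controls: DMSO and RFP-L50D-GFP cell wells. Timing: cells overnight before dosing, compound overnight, 37 °C, 5% CO2. Measure: GFP/RFP fluorescence ratio.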
CSN deneddyl inh: inhibitors of CSN-mediated cullin deneddylation, primary screen, biochemical, fluorescence polarization, uHTS; COP9 signalosome complex subunit 5 (Homo sapiens), Q92905; Purified CSN, SCF-Nedd8-OG deneddylation; inhibition, % at 12.5 µM; 360,000 compounds, 0.38% hits; AID 651999, 2013;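 active means pattern-corrected inhibition above about 35%, with an unprinted fluorescence ratio check between 0.5 and 1.5, limit read from the data, passing the limit was not always enough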;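 further: 0% = enzyme with substrate and 100% = substrate without enzyme; some results filed as inactive read as strong as hits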
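Assay system: Purified human Csn5 enzyme expressed in HEK293T cells | Amount: Enzyme 0.24 nM | Measured by: Fluorescence polarization readout | Medium: Tris/NaCl/DTT buffer, pH 7.5 | Compound dosing: One concentration, 12.5 µM, 0.25% DMSO | Times: 90 min incubation of compound, enzyme and substrate at room temperature | Control set: no-enzyme wells high, enzyme-with-substrate wells low | Read-out: % inhibition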
MsrA act: bovine MsrA enzyme activators, primary screen, biochemical, absorbance, HTS | purified bovine MsrA, absorbance read-out | activation, % at 10.6 µM | 360,000 compounds, 0.3% hits; in the data active means activation above about 7.5%;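 further: 0% = vehicle and 100% = reference activator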
Rin1 Abl inh: inhibitors of Rin1-Abl protein binding, primary screen, biochemical, TR-FRET. Tyrosine-protein kinase ABL1 (Homo sapiens) + Ras and Rab interactor 1 (Homo sapiens), …. 360,000 compounds, 0.4% hits. AID 588664, 2011. inhibition, % at 7.35 µM; in the data active means inhibition above about 5%, passing the limit was not always enough
MsrA inh: bovine MsrA enzyme inhibitors, primary screen, biochemical, absorbance, HTS; purified bovine MsrA, absorbance read-out; 360,000 compounds, 0.75% hits; inhibition, % at 15.5 µM; in the data active means inhibition above about 4.5%;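 further: 0% = vehicle wells with enzyme and 100% = reference inhibitor wells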
PABP1 MLLE inh: inhibitors of PABP1 MLLE–PAM2 peptide binding, primary screen, biochemical, fluorescence polarization, FITC-PAM2, GST-MLLE; Polyadenylate-binding protein 1 (Homo sapiens), P11940; inhibition, % at 20 µM; 360,000 compounds, 0.36% hits; AID 588489, 2011; in the data active means inhibition above about 35%, passing the limit was not always enough;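 further: plate controls were DMSO wells with GST-MLLE for no effect and wells lacking GST-MLLE protein for full effect; some results filed as inactive read as strong as hits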
Target sequence (P11940 whole entry, looked up): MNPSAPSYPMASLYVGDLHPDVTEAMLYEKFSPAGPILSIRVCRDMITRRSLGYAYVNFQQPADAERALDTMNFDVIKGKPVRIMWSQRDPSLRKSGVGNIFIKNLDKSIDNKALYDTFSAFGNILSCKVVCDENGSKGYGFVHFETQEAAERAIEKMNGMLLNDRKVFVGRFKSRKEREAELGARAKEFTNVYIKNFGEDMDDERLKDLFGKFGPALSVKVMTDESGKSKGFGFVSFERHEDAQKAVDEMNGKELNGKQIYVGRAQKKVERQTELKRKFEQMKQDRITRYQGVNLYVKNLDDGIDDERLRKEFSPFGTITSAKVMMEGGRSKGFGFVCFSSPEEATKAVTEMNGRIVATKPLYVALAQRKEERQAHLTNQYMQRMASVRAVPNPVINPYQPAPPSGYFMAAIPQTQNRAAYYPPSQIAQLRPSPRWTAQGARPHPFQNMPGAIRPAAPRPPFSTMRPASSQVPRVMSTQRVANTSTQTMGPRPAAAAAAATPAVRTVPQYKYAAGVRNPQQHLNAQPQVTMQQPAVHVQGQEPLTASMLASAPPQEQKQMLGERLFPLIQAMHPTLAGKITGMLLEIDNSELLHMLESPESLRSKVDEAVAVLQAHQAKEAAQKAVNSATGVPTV
FAS TE block: FAS thioesterase domain inhibitors, primary screen, biochemical, fluorescence intensity, uHTS; Fatty acid synthase (Homo sapiens), P49327; recombinant FAS-TE, OMFH fluorogenic substrate, fluorescence endpoint; inhibition, % at 15 µM; 360,000 compounds, 0.67% hits; AID 602261, 2012;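 active means compounds whose normalised, plate-corrected inhibition of enzyme fluorescence in the single-dose primary screen is 50% or more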;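 further: 0% = DMSO with enzyme and 100% = substrate without enzyme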
Rpn11 block: Rpn11 (PSMD14) deubiquitinase inhibitors, primary screen, biochemical, fluorescence polarization, uHTS | 26S proteasome non-ATPase regulatory subunit 14 (Homo sapiens), O00487 | human 26S proteasome, Ub4-pepOG fluorescence polarization; 20S core pre-blocked with epoxomicin | calls only at 20 µM | 360,000 compounds, 0.59% hits | AID 588493, 2011;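 active means inhibition at 20 µM, scaled to each plate's controls, above about 33%, limit read from the data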
Target sequence (O00487 whole entry, looked up): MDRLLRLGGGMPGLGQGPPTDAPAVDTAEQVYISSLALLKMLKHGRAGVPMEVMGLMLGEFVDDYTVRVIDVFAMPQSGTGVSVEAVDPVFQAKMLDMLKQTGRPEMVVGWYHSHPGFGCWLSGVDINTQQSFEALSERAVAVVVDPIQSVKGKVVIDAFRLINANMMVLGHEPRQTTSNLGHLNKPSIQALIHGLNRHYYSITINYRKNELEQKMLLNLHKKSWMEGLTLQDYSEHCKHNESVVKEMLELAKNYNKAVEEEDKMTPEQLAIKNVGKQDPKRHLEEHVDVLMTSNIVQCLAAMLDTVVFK
Active calls of the source: *; i = inactive; / = no result given; + = active, no number. Hits appear at their usual frequency; overall some 3.7% were active at least once.

Preview, nine compounds:
SMILES	E coli Lon inh	MT1-MMP act inh	CSN deneddyl inh	MsrA act	Rin1 Abl inh	MsrA inh	PABP1 MLLE inh	FAS TE block	Rpn11 block
CCn1cc(C(=O)N[C@H](C(=O)O)C(C)C)c(=O)c2cc3c(cc21)OCO3	4	-2	4	-1	-2	2.4	14	-2	i
NC(CSC1(c2ccc(F)cc2)c2ccccc2-c2ccccc21)C(=O)O (configuration not stated)	-3	6	0	-1	0	-1.1	3	6	i
CCOC(=O)c1n[nH]n(-c2cc(Cl)cc(Cl)c2)c1=O	7	-1	-3	-8	-1	0.8	0	8	i
Cc1ccc(C)c(-c2ccc(=O)n(Cc3cccc(Br)c3)n2)c1	7	0	1	-7	3	-0.3	7	24	i
COc1cc(/C=N/n2c(C3CCCCC3)n[nH]c2=S)ccc1O	-6	-8	1	-6	-2	3.0	-22	-5	i
Cc1ccc(C(=O)Nc2ccc3c(c2)OCCO3)c(Cl)c1	-1	3	0	-5	2	0.3	12	1	i
S=C(Nc1cc(Cl)cc(Cl)c1)NC1CCN(Cc2ccccc2)CC1	-5	0	6	-1	4	0.2	25	22	i
Cc1nc(N2CCN(C(=O)c3ccco3)CC2)c2c3c(sc2n1)CCC3	-2	-2	1	-4	-1	0.9	5	4	i
Cc1cccc(NC(=O)CCC(=O)N/N=C/c2ccco2)c1	-11	-1	2	-6	1	-0.3	4	-6	i

The listing, from the first entry:
SMILES	E coli Lon inh	MT1-MMP act inh	CSN deneddyl inh	MsrA act	Rin1 Abl inh	MsrA inh	PABP1 MLLE inh	FAS TE block	Rpn11 block
CCn1cc(C(=O)N[C@H](C(=O)O)C(C)C)c(=O)c2cc3c(cc21)OCO3	4	-2	4	-1	-2	2.4	14	-2	i
NC(CSC1(c2ccc(F)cc2)c2ccccc2-c2ccccc21)C(=O)O (configuration not stated)	-3	6	0	-1	0	-1.1	3	6	i
CCOC(=O)c1n[nH]n(-c2cc(Cl)cc(Cl)c2)c1=O	7	-1	-3	-8	-1	0.8	0	8	i
Cc1ccc(C)c(-c2ccc(=O)n(Cc3cccc(Br)c3)n2)c1	7	0	1	-7	3	-0.3	7	24	i
COc1cc(/C=N/n2c(C3CCCCC3)n[nH]c2=S)ccc1O	-6	-8	1	-6	-2	3.0	-22	-5	i
Cc1ccc(C(=O)Nc2ccc3c(c2)OCCO3)c(Cl)c1	-1	3	0	-5	2	0.3	12	1	i
S=C(Nc1cc(Cl)cc(Cl)c1)NC1CCN(Cc2ccccc2)CC1	-5	0	6	-1	4	0.2	25	22	i
Cc1nc(N2CCN(C(=O)c3ccco3)CC2)c2c3c(sc2n1)CCC3	-2	-2	1	-4	-1	0.9	5	4	i
Cc1cccc(NC(=O)CCC(=O)N/N=C/c2ccco2)c1	-11	-1	2	-6	1	-0.3	4	-6	i
COc1ccc(NS(=O)(=O)c2cccc(C(=O)NNC(=O)c3ccc(C)o3)c2)cc1	6	5	-1	-5	4	-0.3	-6	-2	i
CC(C)SCCCCOc1ccc2ccccc2c1	-6	10	3	-1	0	-0.7	5	25	i
O=C(NCC1CCCO1)c1ccc(NC(=O)c2cccc([N+](=O)[O-])c2)cc1 (configuration not stated)	9	-7	0	-1	-2	-0.1	9	1	i
O=c1oc(-c2ccco2)nc2sc3c(c12)CCCCC3	-15	1	27	-4	-1	1.1	2	59*	i
CS(=O)(=O)N(CC(=O)N1CCCC1)Cc1ccccc1	0	2	0	-2	-3	-0.2	1	-4	i
CCN(CC)CC(O)COC(c1ccccc1)c1ccccc1 (configuration not stated)	-13	2	0	-3	-4	1.0	3	-4	i
CCCc1cc(=O)[nH]c(SCC(=O)Nc2sc3c(c2C#N)CCCC3)n1	0	-2	1	-7	-1	-1.1	6	6	i
Cc1ccc2c(c1)cc(C)c1nnc(SCC(=O)NCc3ccco3)n12	-3	6	0	-1	-1	1.6	-83	-2	i
CCc1nnc(NC(=O)CSc2nnc(CNc3ccc(OC)cc3)n2C)s1	1	3	0	-5	2	1.1	-21	-9	i
O=C(NNC(=O)c1ccc(O)cc1O)c1ccc(Cl)cc1	4	4	1	-5	-1	1.5	6	-2	i
COCCNC(=O)C(c1ccc(F)cc1)N(CC1CCCO1)C(=O)CCC(=O)Nc1ccccn1 (configuration not stated)	-2	-1	1	-6	2	0.6	-4	-10	i
O=S(=O)(/C(=C\c1ccc(C(F)(F)F)cc1)c1nc2ccccc2[nH]1)c1ccccc1	-2	-10	9	-3	4	/	6	36	i
CC(NC(=S)NC1CCCCC1)c1ccccc1 (configuration not stated)	6	4	-3	-2	2	-0.3	-35	-1	i
COc1ccc(CC(=O)Nc2ccc(-c3nc4cc(C)ccc4o3)c(O)c2)cc1OC	1	1	5	-4	0	1.5	-6	-15	+
Cc1ccccc1-c1cccc([C@@H]2C[C@H]3C(CN2)CON3C)c1 (some centres not stated)	9	1	1	-6	-2	0.1	-15	-10	i

Single records, as listed above:
COc1ccc(NS(=O)(=O)c2cccc(C(=O)NNC(=O)c3ccc(C)o3)c2)cc1 in the list: E coli Lon inh: 6; MT1-MMP act inh: 5; CSN deneddyl inh: -1; MsrA act: -5; Rin1 Abl inh: 4; MsrA inh: -0.3; PABP1 MLLE inh: -6; FAS TE block: -2; Rpn11 block: i
COc1ccc(CC(=O)Nc2ccc(-c3nc4cc(C)ccc4o3)c(O)c2)cc1OC in the list: E coli Lon inh: 1; MT1-MMP act inh: 1; CSN deneddyl inh: 5; MsrA act: -4; Rin1 Abl inh: 0; MsrA inh: 1.5; PABP1 MLLE inh: -6; FAS TE block: -15; Rpn11 block: +

(more compounds)
SMILES	E coli Lon inh	MT1-MMP act inh	CSN deneddyl inh	MsrA act	Rin1 Abl inh	MsrA inh	PABP1 MLLE inh	FAS TE block	Rpn11 block
COc1cc(C(F)(F)F)c(C(=O)N(C)Cc2ccc(Cl)c(Cl)c2)cn1	-8	-2	1	-3	-3	1.0	-7	32	i
O=C(Cc1ccc(S(=O)(=O)N2CCOCC2)s1)NCC1CCCCC1	-6	-2	-1	-4	-2	-0.3	2	-5	i
COc1ccc(C(=O)C(C)OC(=O)c2nc3nccc(C)n3n2)cc1 (configuration not stated)	-6	3	-7	-5	5	-0.2	-11	-5	i
Clc1ccccc1N1CCN(c2ncnc3nc[nH]c23)CC1	3	2	6	-3	-3	0.6	-2	-6	i
Nn1c(SCC(=O)Nc2nccs2)nncc1=O	-9	-1	-6	-5	0	-0.2	5	-4	i
CN(C)c1ncc(S(=O)(=O)c2ccc(Cl)cc2)c(-c2ccc(Cl)cc2Cl)n1	-7	-13	1	-4	-7	0.0	7	28	i
Cc1c(Cl)cccc1NC(=O)CCC(=O)N/N=C/c1ccco1	-9	-6	3	-2	0	1.3	-4	-4	i
CCOC(=O)c1c(C)[nH]c(C)c1S(=O)(=O)NCC1CCN(Cc2ccc(C)cc2)CC1	-6	-2	0	-3	2	0.6	-10	-4	i
CCS(=O)(=O)N1CCCC(C(=O)N2CCc3ccccc3C2)C1 (configuration not stated)	1	2	0	0	-2	0.8	-8	-2	i
O=c1[nH]nc(SCc2cc(Cl)ccc2Cl)c(=O)[nH]1	6	3	-1	-2	1	-1.5	9	-6	i
O=C(CCCC(=O)OCC(=O)c1ccc(Cl)cc1)NC1CCCCC1	4	/	1	-1	3	-1.4	0	-2	i
CCn1cc(S(=O)(=O)CC(=O)Nc2cc(C)on2)c2ccccc21	7	4	0	-1	1	1.2	-7	-4	i
CCN(CC(=O)Nc1c(Cl)cccc1Cl)C(=O)C1CCN(c2ncnc3sc(C)c(C)c23)CC1	-9	-1	-3	-1	-1	-0.1	-2	1	i
COc1ccc(Cl)cc1C(=O)NC1=NCCS1	-1	-3	3	0	2	-0.3	2	-11	i
COc1ccc(CC(=O)OCC(=O)Nc2ccc(Cl)cc2C)cc1	-27	-1	0	-4	6	0.8	-8	1	i
CCC(=O)NC(=S)Nc1cccc(NC(=O)c2ccccc2Cl)c1	-8	0	1	-4	1	-0.1	26	1	i
O=C(OCC(=O)N1c2ccccc2Sc2ccccc21)c1ccc[n+]([O-])c1	-13	-1	1	-2	2	-0.7	-3	-1	i
CC(=O)Nc1ccc(C(=S)NCc2ccco2)cc1	4	0	0	-1	-4	-0.3	29	-6	i
CC(C)NC(=O)NC(=O)COC(=O)C1(C)CC1(Cl)Cl (configuration not stated)	4	2	3	-2	3	-0.6	6	2	i
CNC(=S)N1CCC(NC(=O)C(Cc2ccc(OC)cc2)NC(C)=O)CC1 (configuration not stated)	-7	1	1	-6	-1	0.1	-74	-4	i
CC(=O)N1CCN(c2ccc(NC(=O)c3cc(Cl)ccc3Cl)cc2)CC1	-1	2	2	-2	3	0.1	-7	-6	i
CCOc1ccccc1C(=O)NCc1ccco1	-5	-1	7	0	-3	-1.4	-13	-5	i
Cc1nccn1CCC(=O)NC1CCCc2c1cnn2-c1ccc(C(C)(C)C)cc1 (configuration not stated)	-6	/	-4	1	2	-1.4	-25	1	i
COC(=O)CCCC1=CC2=C(c3ccccc3)C(=O)C(C)(OC(=O)C3CCCC3)C(=O)C2=CN1Cc1ccc2c(c1)OCO2 (configuration not stated)	-17	-10	6	-3	-1	-0.3	21	15	i
COc1cccc(NC(=O)C(=O)c2cn(CC(=O)N3CCCC3)c3ccccc23)c1	-1	0	4	-5	0	1.4	-15	5	i
CCn1c2ccccc2c2cc(NC(=O)c3cc(OC)c(OC)c(OC)c3)ccc21	5	27	12	-2	-2	2.5	-9	27	i
CC1Cc2nc(SCC(=O)NCC3CCCO3)n(-c3ccc(F)cc3)c(=O)c2S1 (configuration not stated)	5	4	3	-8	0	1.0	-17	2	i
COc1ccc2sc(N(CCCN(C)C)C(=O)c3ccc(C(=O)c4ccccc4)cc3)nc2c1	-4	-1	2	-8	3	-0.9	2	4	i
FC(F)(F)c1ccc(-c2csc(-c3ccno3)n2)cc1	5	-1	-3	-5	4	-0.6	4	31	i
CCOC(=O)N1CCC(NC(=O)CCC(=O)N2CCOc3ccccc32)CC1	1	-4	5	0	0	-0.5	2	-4	i
Cc1nc(Nc2ccc(C(=O)O)cc2)nc(Nc2ccc(C(=O)O)cc2)c1[N+](=O)[O-]	-1	7	7	-1	-1	0.5	-35	1	i
CCOC(=O)C1CCN(CC(O)COCc2ccc3c(c2)OCO3)CC1 (configuration not stated)	-1	-1	-7	-2	2	-0.1	2	-5	i
O=C(NC(Nc1ccccn1)C(Cl)(Cl)Cl)c1ccccc1 (configuration not stated)	-2	1	2	-5	2	1.5	9	3	i
Oc1c(N=NC(=S)Nc2ccccc2F)c2ccccc2n1Cc1ccccc1F	-2	8	11	-4	0	-0.5	11	25	i
